Source: PubChem (several laboratories)
MOR-DOR ag: agonists of OPRM1-OPRD1 heterodimerization, primary screen, cell-based, luminescence. Mu-type opioid receptor (Homo sapiens) + Delta-type opioid receptor (Homo sapiens), …. cells. activation, % at 9.3 µM. 340,000 compounds, 0.3% hits. AID 504326, 2011; in the data active = activation above about 18%;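 note: 0% = vehicle-treated cells and 100% = reference agonist; values of inactives mirror those of a sister screen read the other way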
Target sequence (P35372 whole entry, looked up): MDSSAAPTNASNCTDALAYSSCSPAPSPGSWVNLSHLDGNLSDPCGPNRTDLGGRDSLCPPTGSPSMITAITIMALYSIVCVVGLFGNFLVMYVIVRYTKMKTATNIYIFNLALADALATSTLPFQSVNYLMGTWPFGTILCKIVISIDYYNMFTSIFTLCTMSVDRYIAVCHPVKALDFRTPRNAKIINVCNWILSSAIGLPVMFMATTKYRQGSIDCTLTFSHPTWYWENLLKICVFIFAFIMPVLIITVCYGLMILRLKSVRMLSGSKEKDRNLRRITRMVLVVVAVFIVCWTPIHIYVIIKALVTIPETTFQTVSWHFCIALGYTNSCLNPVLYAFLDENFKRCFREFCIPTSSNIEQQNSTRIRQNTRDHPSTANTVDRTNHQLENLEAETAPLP
Target sequence (P41143 whole entry, looked up): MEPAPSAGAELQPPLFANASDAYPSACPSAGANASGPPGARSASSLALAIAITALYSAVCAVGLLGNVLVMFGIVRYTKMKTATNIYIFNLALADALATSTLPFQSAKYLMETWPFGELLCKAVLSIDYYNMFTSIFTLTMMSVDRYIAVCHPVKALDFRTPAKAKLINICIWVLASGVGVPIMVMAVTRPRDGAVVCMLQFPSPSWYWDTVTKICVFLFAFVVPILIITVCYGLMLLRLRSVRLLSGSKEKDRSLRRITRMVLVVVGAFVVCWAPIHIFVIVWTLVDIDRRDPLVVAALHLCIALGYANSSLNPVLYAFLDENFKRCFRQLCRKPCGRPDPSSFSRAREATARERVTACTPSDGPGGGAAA
Tat export inh: E. coli Tat export inhibitors, primary screen, MC4100, TorA-mCherry reporter, fluorescence, single point. 340,000 compounds, 0.036% hits. inhibition, % at 10 µM. AID 488895, 2010;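 active = mean replicate inhibition at least 50% and at least half of replicates individually reaching 50%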;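 note: exported cargo escapes ClpAP degradation while cytoplasmic cargo is degraded and loses fluorescence; 0% = median of neutral control wells and 100% = median of NaSCN control wells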
phage Ecoli inh: growth loss of phage-infected E. coli, primary screen, RecBCD inhibitor project, absorbance, with phage, HTS; 360,000 compounds, 0.26% hits; AID 651602, 2012; inhibition, % at 11.9 µM; in the data active = inhibition above about 11%
Mot1-301 SUMO: yeast Mot1-301 growth rescue at high temperature, primary screen, SUMOylation pathway inhibitor project, S. cerevisiae, ATP luminescence, 38.5C | S. cerevisiae Mot1-301 growth rescue; percent above DMSO median, 100 means doubled | growth rescue, % at 18.8 µM | 320,000 compounds, 1% hits | AID 2716, 2010;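 active = every valid replicate shows activation above 250% relative to neutral control wells; inactive = the rest, any valid replicate at or below 250%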;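 note: OY570 slx delta 5 strain wells were the positive control but not used for scaling; some compounds called inactive have numbers as strong as hits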
Ecoli viability: E. coli V3065 growth inhibition, primary screen, counter-screen for AddAB inhibitor project, absorbance, OD600. 330,000 compounds, 0.27% hits. AID 449728, 2010. inhibition, % at 11.9 µM. 18 h;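 active = inhibition above the campaign's mean inhibition across all tested compounds plus 3 SD, cut at about 9.9% in these data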;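 note: uninfected addAB+ strain grown without phage in ampicillin broth; 0% = DMSO wells and 100% = ciprofloxacin 0.95 µg/ml wells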
PfHsp90 yeast 2: growth inhibition of PfHsp90-expressing yeast, primary screen, antimalarial PfHsp90 inhibitor project, S. cerevisiae, BacTiter-Glo luminescence, single point, set 2; inhibition, % at 9.4 µM; 310,000 compounds, 0.32% hits; BacTiter-Glo ATP, 48 h; yeast lacking PDR1 and PDR3 efflux regulators;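 active = every replicate shows inhibition above about 80%, whatever the replicate mean, limit read from the data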;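 note: 0% = DMSO neutral controls and 100% = 20 µM radicicol positive controls; yeast relying on Plasmodium falciparum Hsp90 in place of its own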
Pemphigus Ab inh: inhibitors of pemphigus antibody binding to DSG3, primary screen, biochemical, bead-based, flow cytometry, scFv-GFP; 310,000 compounds, 0.48% hits; binding (percent of control), % at 10 µM; DSG3-coupled beads, scFv-anti-DSG3-GFP binding; active compounds read low; Desmoglein-3 (Homo sapiens), P32926;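 active = binding more than 3 SD below its plate's average and above zero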;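 note: hits lower antibody fragment binding to DSG3; some compounds called inactive have numbers as strong as hits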
Arr AP2 block: inhibitors of beta-arrestin/AP2 binding, primary screen, biochemical, GPCR trafficking, flow cytometry. FITC-arrestin peptide / GST-AP2 beads; AP2 beta2 appendage carries R879A mutation. inhibition, % at 10 µM. beta-arrestin 1 C-terminal peptide binding to AP2 beta2-adaptin appendage (human). 340,000 compounds, 0.31% hits;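 active = inhibition above a set limit, near 3 SD of compounds lacking own fluorescence, cut at about 54% in these data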;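 note: plate controls were DMSO wells for no effect and 5 µM unlabelled arrestin peptide for full effect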
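System: GST-AP2 R879A glutathione beads | Also added: FITC-arrestin peptide, 50 nM | Times: 12 min plus 1 h, RT | Signal: Bead flow cytometry, FITC channel | Buffer or medium: PBS with 0.05% Tween 20 and 0.1% BSA | Read-out basis: Percent drop in bead-associated FITC signal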
OPRM1-OPRD1 inv: inverse agonists of MOR-DOR heterodimerization, primary screen, cell-based, luminescence; 340,000 compounds, 0.21% hits; inhibition, % at 9.3 µM; AID 504357, 2011; cell-based MOR-DOR heterodimer luminescence, inverse agonism; Mu-type opioid receptor (Homo sapiens) + Delta-type opioid receptor (Homo sapiens), …; in the data active = inhibition above about 22%, passing the limit was not always enough;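 note: 0% = cells with DMSO and 100% = wells without cells with DMSO; values of inactives mirror those of a sister screen read the other way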
AddAB inh: growth inhibition of E. coli expressing H. pylori AddAB, primary screen, AddAB inhibitor project, absorbance. inhibition, % at 11.9 µM. 330,000 compounds, 0.29% hits. AID 435030, 2010; in the data active = inhibition above about 12%;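 note: 0% = vehicle wells of infected cells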
PKA-R1A act: activators of PKA-R1A holoenzyme, primary screen, biochemical, fluorescence polarization, Cy5-IP20, bovine R1A, mouse PKAc. cAMP-dependent protein kinase type I-alpha regulatory subunit (Bos taurus) + …. PKA-R1A dissociation; scaled: DMSO 0%, 113 µM cGMP 100%. activation, % at 11.4 µM. 340,000 compounds, 0.083% hits;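 active = percent activation above the mean of all tested compounds plus 3 SD, cut at about 19% in these data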;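 note: higher means more PKAc released from R1A so a rise in polarization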
* = called active by the depositor; / = not tested or not shown.

SMILES | MOR-DOR ag | Tat export inh | phage Ecoli inh | Mot1-301 SUMO | Ecoli viability | PfHsp90 yeast 2 | Pemphigus Ab inh | Arr AP2 block | OPRM1-OPRD1 inv | AddAB inh | PKA-R1A act
CN(C)CCOCCSc1ccc(Cl)cc1 | -2.5 | -2 | 0.4 | -13 | -1.7 | 0 | 119 | -17 | 14 | -0.3 | 13
O=C(CCSC1=NCCCN1)c1ccc(F)cc1 | -4.9 | -2 | 2.5 | / | / | -45 | 81 | -6 | 21 | / | -5
Cc1ccc(-n2c(Cn3ncc4ccccc4c3=O)n[nH]c2=S)cc1 | 0.0 | 6 | -0.3 | 8 | -1.6 | -24 | 100 | -19 | 0 | 0.2 | 3
CCN(CC)C(=O)C1(P(=O)(c2ccccc2)c2ccccc2)CCC1 | / | / | -1.1 | 300 | 0.5 | / | 96 | 2 | / | 4.0 | /
O=C(NC(=S)NC(=O)c1ccccc1F)c1ccccc1F | -1.6 | -2 | 4.1 | -24 | 1.1 | 2 | 98 | 17 | 8 | 3.4 | 1
CC1(C)NC(=O)N(CC(O)CN2C(=O)CCC2=O)C1=O (stereo not drawn) | -2.7 | -6 | 1.6 | 3 | 2.1 | 20 | 94 | -6 | 13 | 2.9 | -5
COc1ccc(C)cc1S(=O)(=O)NCc1cccs1 | -2.5 | -3 | 0.5 | -5 | -1.2 | -20 | 91 | 18 | 16 | 0.8 | -1
NS(=O)(=O)c1ccc(CCNC(=O)CCc2nc3ccccc3s2)cc1 | -2.4 | -4 | 1.2 | -17 | 0.6 | 3 | / | 15 | 15 | 5.2 | 3
CCOC(=O)NC(NCc1ccccc1)(C(F)(F)F)C(F)(F)F | 0.9 | -3 | 3.7 | -5 | -1.0 | -33 | / | -5 | -5 | 1.4 | 5
CNCCOc1ccc(Cl)c(Cl)c1 | -0.6 | -4 | 4.2 | 4 | 0.7 | 8 | 93 | -19 | 3 | 2.0 | -8
O=C(CNC(=O)c1ccccc1F)OCC(=O)N1CCCc2ccccc21 | -1.0 | 0 | 1.2 | -4 | 2.5 | -9 | 96 | 0 | 7 | 5.2 | -3
O=C(NC(=O)c1ccc(Cl)cc1)OC1CCCCC1 | -1.1 | 0 | 4.7 | 237 | -2.2 | 8 | 111 | 29 | 6 | 3.8 | -5
O=C(Cc1nc2ccccc2[nH]1)N/N=C/c1ccccc1 | -0.8 | 3 | 3.8 | 3 | 2.1 | 6 | 102 | 5 | 6 | 1.7 | -3
Cc1ccc(N2CC(C(=O)N3CCC(C(=O)Nc4nncs4)CC3)CC2=O)cc1 (stereo not drawn) | -0.3 | 8 | 1.8 | 2 | -3.2 | 10 | 102 | -4 | 2 | 2.0 | 11
CC[C@@H](C)[C@@H](C(=O)N1CCN(C(=O)OC(C)(C)C)CC1)n1cc(CCCCNC(=O)OC(C)(C)C)nn1 | -1.7 | -2 | 3.2 | -2 | 1.5 | -9 | 101 | 7 | 10 | 2.4 | -6
CCOC(=O)c1sc2nc(C)nc(SC(C)C(=O)N(C)c3ccccc3)c2c1C (stereo not drawn) | 1.0 | 9 | 0.6 | 122 | -1.2 | 20 | / | -3 | -4 | 2.3 | 15
CN1CCN(C(=O)C2CCC(=O)N(CCc3cccc(F)c3)C2)CC1 (stereo not drawn) | -1.2 | 2 | 2.7 | 9 | -0.7 | 8 | / | -1 | 7 | 1.5 | 12
COc1ccc(NS(=O)(=O)c2ccc(C)c(C(=O)NCCCN3CCCC3=O)c2)cc1 | -2.8 | -4 | -0.1 | -11 | -0.5 | -15 | 105 | 0 | 11 | 1.2 | -1
N/C(=N\O)c1ccc(N2CCN(c3ncccc3C(F)(F)F)CC2)nc1 | -1.1 | -3 | 1.3 | 112 | -0.1 | -18 | 113 | 2 | 6 | 2.6 | 7
COc1ccc(C(=O)NCCc2ccc(S(N)(=O)=O)cc2)cc1OC | -2.5 | -1 | -0.2 | -2 | -0.3 | 12 | 99 | 1 | 13 | 0.9 | -7
CC(=O)Nc1ccc2nc(CN3CCN(CC=C(C)C)C(CCO)C3)ccc2c1 (stereo not drawn) | -1.7 | 1 | 2.7 | -6 | -5.0 | 13 | 88 | 32 | 10 | 2.4 | -5
CC1=NC(C)(C)Cc2c(C)cccc21 | -2.2 | -5 | 2.0 | 1 | -3.8 | -55 | 104 | 2 | 11 | -0.9 | 6
Cc1ccc(C(=O)NNC(=O)c2cccc(Br)c2)cc1 | -3.9 | 2 | 0.7 | -15 | -2.1 | -41 | 98 | -22 | 20 | 0.8 | -15
Cc1ccc(F)cc1NC(=O)CN1C(=O)NC2(CCCc3ccccc32)C1=O (stereo not drawn) | -1.6 | 4 | 5.2 | -7 | 1.4 | / | / | 2 | 8 | 0.5 | -1
CCCN1C(=O)/C(=C/c2ccc3c(c2)OCO3)NC1=S | -0.9 | 8 | 0.5 | / | / | 1 | 96 | -1 | 5 | / | -15
O=C(CCNC(=O)C1CCN(S(=O)(=O)c2ccccc2)CC1)NCc1ccccc1Cl | -2.4 | -6 | 2.4 | -1 | 0.9 | -5 | 98 | -8 | 12 | 1.1 | -3
COc1ccc(/C=N/NS(=O)(=O)c2ccccc2)cc1OS(=O)(=O)c1ccccc1 | -1.4 | 16 | 4.0 | 3 | -1.6 | 44 | 109 | 1 | 6 | 4.6 | 11
COc1ccc(NC(=O)C2CCN(S(C)(=O)=O)CC2)cc1 | -0.9 | 1 | 2.2 | 320 | 0.2 | -33 | 98 | -19 | 5 | -1.5 | 0
COc1ccc(C2Nc3ccccc3C(=O)N2NC(=O)c2ccccc2)cc1OC (stereo not drawn) | -2.7 | -10 | 0.1 | 95 | -0.2 | 5 | 101 | 38 | 14 | 0.6 | -14
O=C(/C=C/c1c(Cl)cccc1Cl)Nc1ccncc1 | 12 | -1 | 2.7 | -5 | 0.8 | -7 | 101 | 11 | -62 | 0.5 | -3
CC(C)Cc1csc(=S)[nH]1 | -0.5 | -1 | 0.8 | / | / | 10 | / | 2 | 2 | / | -8
CC(C)CC1Nc2ncnc(N3CCN(c4ccccc4)CC3)c2N(Cc2ccc(Cl)cc2)C1=O (stereo not drawn) | -0.3 | 0 | 1.3 | -6 | -0.8 | -16 | 98 | 2 | 2 | 3.8 | 6
Clc1ccc(COc2ccccc2CNCc2cccnc2)cc1 | 1.8 | 7 | 1.8 | 47 | -1.1 | -1 | 100 | -7 | -11 | -2.7 | -5
CCOC(=O)c1c(NC(C)=O)sc(/C(C)=N/Nc2ccc(C(=O)O)cc2)c1C | -1.8 | -3 | -0.6 | 18 | -0.5 | -9 | 100 | 21 | 8 | -2.2 | -9
Cc1ccc(-n2nnnc2-c2cccnc2)cc1 | -1.1 | -11 | -0.9 | 0 | -0.1 | 6 | 99 | -14 | 6 | -1.2 | -14
CCCCCCCCCCCCCCC(O)C[N+](C)(CCO)CCO (stereo not drawn) | -2.5 | 36 | 2.2 | / | / | 10 | 89 | -8 | 11 | / | -3
COc1ccc(C(=O)Nc2ccc3ccccc3c2)cc1OC | 0.0 | -4 | -1.8 | -3 | 1.6 | -30 | 120 | 11 | 0 | 1.5 | 2
CN1CCN(C(CNS(=O)(=O)c2ccc(Br)cc2)c2ccc3c(c2)OCO3)CC1 (stereo not drawn) | -0.8 | 1 | 1.1 | -4 | -2.3 | / | 102 | -8 | 4 | 0.9 | 0
O=C(Nc1nc2c(s1)CCCC2)c1ccc(N2C(=O)CCC2=O)cc1 | -0.4 | -2 | 0.3 | 1 | -0.5 | -9 | 109 | 38 | 1 | 0.0 | -5
COc1ccc(S(=O)(=O)N2CCc3ccccc32)cc1C(=O)NCCc1ccc(S(N)(=O)=O)cc1 | 0.7 | -3 | -0.5 | -3 | 0.3 | -12 | 113 | 38 | -3 | -0.8 | 1
Cc1sc2nc(CSc3nnc(Cc4cccs4)n3C3CCCCC3)[nH]c(=O)c2c1C | 1.3 | -6 | 2.1 | -19 | 1.6 | 4 | 101 | 18 | -7 | 0.4 | -10
COc1ccc(/C=C2\N=C(C)OC2=O)cc1[N+](=O)[O-] | -2.6 | 3 | 3.3 | 7 | 1.7 | 2 | 101 | -8 | 14 | 0.9 | 4
C=CCn1c(SCC(=O)N2CCOCC2)nc(O)c(Cc2ccccc2)c1=O | -0.3 | -3 | 0.1 | -15 | -1.0 | -11 | 104 | 10 | 2 | -0.2 | 10
Cc1c(C(=O)NCC(C)(C)N2CCOCC2)oc2ccccc12 | -0.8 | 9 | 0.6 | 9 | -1.4 | 29 | / | 0 | 3 | -0.6 | -13
Cc1ccccc1S(=O)(=O)Cc1ccc(C(=O)NCc2cccs2)o1 | -2.1 | -5 | 1.5 | 20 | 1.3 | 20 | 102 | -5 | 11 | 1.7 | -10
Cc1ccc(OC(C)C(=O)N2CCCc3ccccc32)cc1 (stereo not drawn) | -2.2 | -3 | 2.8 | -9 | 1.7 | 10 | 97 | 43 | 12 | 1.0 | 0
Cc1ccc(C2(C)NC(=O)N(CC(=O)N3CCN(S(=O)(=O)c4ccccc4[N+](=O)[O-])CC3)C2=O)cc1 (stereo not drawn) | 0.1 | 2 | 1.1 | / | / | 1 | 109 | -2 | 0 | / | -7
S=C(NCCc1cccc(Cl)c1)NCc1ccccc1 | 2.8 | 21 | / | 27 | / | 33 | / | 20 | -16 | / | 2
Cc1ccc(SCc2ccc(C(=O)N3CCCCC3)cc2)cc1 | 3.0 | -3 | 3.3 | 21 | 1.9 | -1 | 104 | -16 | -15 | 1.0 | -8
Cc1cccc(N(CC(=O)NCc2ccco2)C(=O)CCC(=O)Nc2ccccn2)c1C | 1.0 | -3 | -1.4 | -2 | -1.8 | 10 | 104 | 25 | -8 | 3.9 | -5
